UBC13 inh: UBC13 polyubiquitin chain formation inhibitors, primary screen, biochemical, TR-FRET, uHTS | Ubiquitin-conjugating enzyme E2 N (Homo sapiens), P61088 | actives 0.47% (n = 330,000) | inhibition, % at 20 µM; in the data active = inhibition above about 45%, passing the limit was not always enough
SENP8 block-1: human SENP8 protease inhibitors, primary screen, biochemical, fluorescence, Nedd8 protein substrate, uHTS | actives 0.64% (n = 360,000) | AID 602440, 2012 | recombinant SENP8 | Sentrin-specific protease 8 (Homo sapiens), Q96LD8 | inhibition, % at 20 µM; in the data active = inhibition mostly above about 40%, no sharp cut-off; inactive = mostly below about 27%
SENP8 block-2: SENP8 protease inhibitors, primary screen, biochemical, luminescence. Sentrin-specific protease 8 (Homo sapiens), Q96LD8. purified SENP8, Z-RLRGG-aminoluciferin cleavage. inhibition, % at 10 µM. actives 1.2% (n = 330,000). AID 2540, 2010; in the data active = inhibition above about 50%
SENP6 inh: SENP6 protease inhibitors, primary screen, biochemical, luminescence, uHTS; Sentrin-specific protease 6 (Homo sapiens), Q9GZR1; inhibition, % at 10 µM; actives 1.8% (n = 330,000); Recombinant SENP6 catalytic domain, aminoluciferin luminescence;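 active = inhibition above about 50% at the single tested dose, limit read from the data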;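 note: plate controls were DMSO wells with enzyme for no effect and DMSO wells lacking enzyme for full effect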
Target sequence (Q9GZR1 628-1112 limits assumed): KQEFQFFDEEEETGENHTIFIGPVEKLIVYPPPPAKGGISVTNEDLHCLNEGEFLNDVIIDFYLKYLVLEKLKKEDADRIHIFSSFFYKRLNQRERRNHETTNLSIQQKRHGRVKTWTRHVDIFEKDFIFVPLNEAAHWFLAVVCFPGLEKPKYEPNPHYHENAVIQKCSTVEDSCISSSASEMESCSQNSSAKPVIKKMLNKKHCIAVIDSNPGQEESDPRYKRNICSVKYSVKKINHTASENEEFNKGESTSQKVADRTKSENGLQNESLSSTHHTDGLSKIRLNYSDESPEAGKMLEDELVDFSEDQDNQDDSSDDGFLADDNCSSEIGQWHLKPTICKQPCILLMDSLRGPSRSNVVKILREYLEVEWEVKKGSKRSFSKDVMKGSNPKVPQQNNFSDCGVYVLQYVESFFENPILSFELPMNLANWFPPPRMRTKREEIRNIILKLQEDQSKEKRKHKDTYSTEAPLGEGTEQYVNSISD
SENP7 block: SENP7 protease inhibitors, primary screen, biochemical, luminescence, uHTS. recombinant SENP7, Z-RLRGG-aminoluciferin luminescence, 40 min. inhibition, % at 5 µM. actives 1.5% (n = 330,000);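 active = inhibition above about 50% at the single test dose, limit read from the data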;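 note: plate controls were DMSO with enzyme for no effect and no enzyme buffer wells for full effect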
Apaf-1 inh: inhibitors of human Apaf-1 apoptosome, primary screen, biochemical, DEVD-Rh110 fluorescence, uHTS; Apoptotic protease-activating factor 1 (Homo sapiens), O14727; AID 489030, 2010; actives 0.71% (n = 330,000); inhibition, % at 20 µM; reconstituted apoptosome caspase-3 activity; active = inhibition of at least 40% at 20 µM;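 note: plate controls were DMSO wells for no effect and DEVD-CHO caspase inhibitor wells for full effect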
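Material: biochemical Apaf-1 apoptosome reconstitution. Medium: Hepes buffer, pH 7.5. Also added: cytochrome c activation, bis-DEVD rhodamine 110 substrate. Timing: 30 min compound preincubation, 50 min activation, room temperature. Measured by: rhodamine 110 fluorescence at Ex 480/Em 540 nm.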
SENP1 FRET inh: human SENP1 catalytic domain inhibitors, primary screen, biochemical, FRET, uHTS; Sentrin-specific protease 1 (Homo sapiens), Q9P0U3; inhibition, % at 10 µM; recombinant SENP1 catalytic domain, CyPet-SUMO1-YPet FRET cleavage; actives 0.21% (n = 360,000);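 active = inhibition at least 30% at 10 µM, raw YFP signal under a set limit, fluorescence ratio 0.5 to 1.5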;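 note: 0% = enzyme with DMSO and 100% = no enzyme wells; some results filed as inactive read as strong as hits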
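Test system: recombinant human SENP1 catalytic domain, His6-tagged / Medium: pH 8 Tris buffer with EDTA, NaCl, BME, BSA, NP40, catalase / Also added: SUMO1 FRET substrate flanked by Cypet and Ypet, 25 nM / Times: 50 min reaction at room temperature / Signal: FRET, CFP and YFP emission / Control set: no-enzyme low control and enzyme-plus-DMSO high control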
A3G deaminase: APOBEC3G DNA deaminase inhibitors, primary screen, biochemical, fluorescence, single-stranded DNA substrate, uHTS. inhibition, % at 20 µM. recombinant A3G, ssDNA deamination FAM/TAMRA fluorescence. DNA dC->dU-editing enzyme APOBEC-3G (Homo sapiens), Q9HC16. actives 0.28% (n = 330,000);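 active = inhibition of at least 40% at 20 µM, with no more than 30% in the related APOBEC3A deaminase screen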;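 note: plate controls were DMSO wells with A3G for no effect and wells lacking A3G enzyme for full effect; some compounds called inactive have numbers as strong as hits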
Target sequence (Q9HC16 whole entry, looked up): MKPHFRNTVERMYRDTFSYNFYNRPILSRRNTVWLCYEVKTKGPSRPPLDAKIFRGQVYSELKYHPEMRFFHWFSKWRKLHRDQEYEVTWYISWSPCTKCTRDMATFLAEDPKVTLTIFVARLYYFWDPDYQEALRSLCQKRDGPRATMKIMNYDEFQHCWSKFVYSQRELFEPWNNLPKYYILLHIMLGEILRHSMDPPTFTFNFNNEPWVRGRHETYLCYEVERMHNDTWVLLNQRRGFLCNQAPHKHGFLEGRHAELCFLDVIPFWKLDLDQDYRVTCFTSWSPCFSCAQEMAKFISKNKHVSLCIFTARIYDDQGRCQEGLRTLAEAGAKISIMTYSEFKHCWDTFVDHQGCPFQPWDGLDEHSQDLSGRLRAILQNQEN
The depositor's hits bear a star; / = no result given.

Structure | UBC13 inh | SENP8 block-1 | SENP8 block-2 | SENP6 inh | SENP7 block | Apaf-1 inh | SENP1 FRET inh | A3G deaminase
CC(C)N1CCN(C(=O)C2CCC(=O)N(CCc3cccc(F)c3)C2)CC1 (stereo unspecified) | 6.9 | 3.5 | -7.1 | -6.4 | -9.1 | -10.6 | -0.3 | -8.4
CC(=O)OC1c2c(ccc3ccc(=O)oc23)OC(C)(C)C1OC(=O)CC(C)C (stereo unspecified) | -6.1 | -42.2 | -12.1 | -8.7 | -5.7 | 19.7 | 2.4 | -1.8
CCOc1ccc(NC(=S)NC(=O)c2ccco2)cc1 | 2.3 | 11.2 | 5.8 | 17.0 | -7.1 | 10.4 | 1.5 | -5.2
CN(C(=O)C1CCCC1)C1CCS(=O)(=O)C1 (stereo unspecified) | 6.6 | 20.7 | -7.0 | 1.5 | -1.1 | 3.0 | 0.5 | -4.1
COc1ccccc1C(=O)Nc1ccnn1C1CCN(C(=O)C(C)(C)C)CC1 | -5.7 | 8.4 | -5.4 | -3.9 | 4.2 | 0.7 | 3.1 | -5.6
C=CCc1cccc(CNc2ccc(S(=O)(=O)Nc3nccnc3OC)cc2)c1O | -3.0 | 9.3 | -5.7 | -27.7 | -2.1 | 17.9 | 0.1 | -2.4
CCn1nc(C(=O)N2CCN(Cc3ccc4c(c3)OCO4)CC2)c2ccccc2c1=O | 8.1 | 3.4 | -0.5 | -13.5 | 0.9 | 2.9 | -2.5 | -5.5
C=CCN(c1ccccc1C(=O)NCC(=O)O)S(=O)(=O)c1ccccc1C | -1.3 | 6.6 | -3.9 | -1.5 | -8.0 | -22.7 | 5.0 | 0.6
O=C(c1ccccc1Br)N(Cc1ccccc1)c1ccccc1 | -3.2 | 18.3 | -0.8 | -14.9 | -3.7 | 14.5 | 1.4 | -3.3
O=C(CSc1nc2ccccc2o1)N1CCCC1 | 5.1 | 8.3 | -6.4 | -10.2 | -9.5 | 9.4 | 3.2 | -6.3
Cc1ccccc1CCNC(=O)c1ccc(Cl)c(S(=O)(=O)N2CC(C)OC(C)C2)c1 (stereo unspecified) | 10.2 | -25.3 | -1.1 | -0.8 | 3.5 | 15.5 | -30.4 | -4.6
CCn1nnnc1SCC(=O)c1ccc(NC(C)=O)cc1 | 4.6 | 12.2 | -1.4 | 0.5 | 6.7 | 2.9 | -1.3 | -1.2
COC(=O)c1ccccc1S(=O)(=O)C(C)(C)C | 1.7 | 30.4 | 3.0 | 3.8 | -1.2 | -1.9 | 2.6 | -3.9
Cc1ccc(NC(=O)C(=O)NCc2ccccn2)cc1 | 3.2 | 9.7 | -0.7 | 4.5 | -3.0 | -6.0 | 3.1 | -1.7
COc1ccc(-c2nn(-c3ccccc3)cc2/C=N/Nc2ccc3ccccc3n2)cc1OC | 0.0 | -408.2 | -10.5 | -27.3 | -1.3 | -4.1 | -8.2 | -8.6
CCCCCN(C(=O)CCC(=O)OCC(=O)Nc1cccc(CC)c1)c1c(N)n(CCCC)c(=O)[nH]c1=O | -0.6 | 13.6 | -8.2 | -15.5 | 13.2 | 22.9 | 0.0 | -4.5
CCc1nnc(NC(=O)CCC(=O)N2CCN(c3cc(C)ccc3C)CC2)s1 | -10.4 | 9.8 | -7.0 | -8.4 | -9.4 | 7.5 | 3.9 | -1.4
O=C(O)c1ccc(N2C(=O)c3cccnc3C2=O)cc1 | -0.1 | 10.7 | 1.4 | 7.0 | 5.0 | -9.3 | 3.5 | -4.2
CCN(CC)S(=O)(=O)c1ccc(N2CC(C(=O)NCc3ccc4c(c3)OCO4)CC2=O)cc1 (stereo unspecified) | 0.4 | -0.4 | -2.0 | -0.8 | -1.6 | 3.3 | -0.5 | -5.7
COc1ccc(CCNC(=O)C2CCCN2C(=O)Nc2ccc(C)cc2)cc1OC (stereo unspecified) | -6.9 | 15.7 | -3.2 | -4.6 | -5.3 | -2.4 | 1.4 | -4.8
CN(C)NC(=S)NC1(C)CCS(=O)(=O)C1 (stereo unspecified) | 2.4 | 11.2 | 1.6 | -6.8 | 4.6 | -1.1 | 1.0 | -11.3
Cn1cnnc1SCC(=O)NCCc1ccc(Cl)cc1Cl | -5.2 | 2.0 | -11.0 | -6.1 | -8.6 | 2.9 | 1.0 | -8.4
CC(C)N(C(=O)CSc1nnc(-c2cc3ccccc3cc2O)n1Cc1ccco1)C(C)C | 5.3 | 5.3 | 12.7 | 9.3 | -1.9 | 21.1 | 1.8 | -0.9
CC(=O)c1cccc(NC(=O)CCc2nnc3ccc(N4CCOCC4)nn23)c1 | -3.2 | 3.7 | 2.4 | -2.1 | 8.2 | 2.2 | 3.2 | 2.2
COCCCNC(=S)NNC(=S)NCCCOC | -7.2 | 7.0 | 1.8 | -4.1 | 0.1 | -14.0 | 2.8 | 4.4
C/C(=N\Nc1nc(-c2ccc(C)cc2C)cs1)c1cc2ccccc2oc1=O | -15.9 | -355.4 | -3.7 | 6.8 | -0.2 | 13.0 | -19.8 | -8.8
COc1ccc(CCNS(=O)(=O)c2ccc3c(c2)CCN3C(=O)C2CC2)cc1OC | 0.2 | 19.4 | -0.4 | -15.6 | 9.3 | -0.2 | 1.2 | 1.2
O=S(=O)(NCCc1ccccc1)c1cccc(S(=O)(=O)N2CCOCC2)c1 | 3.7 | 25.1 | -0.2 | -2.8 | 7.9 | 1.1 | 0.0 | 0.2
Cc1ccc(N2CC(C(=O)N3CCN(Cc4ccc5c(c4)OCO5)CC3)CC2=O)cc1 (stereo unspecified) | 5.4 | 12.2 | 1.6 | -1.7 | -0.7 | 3.7 | -0.6 | -6.6
COc1cccc(/C=N/NC(=O)c2[nH]nc3c2CCc2ccccc2-3)c1O | -14.0 | -34.8 | 0.7 | -4.8 | -0.5 | 17.2 | 48.9* | -9.1
CCOC(=O)Cc1csc(N/N=C\c2cccc(Br)c2)n1 | 2.1 | -69.2 | -7.9 | -1.9 | -3.5 | 9.3 | -12.2 | -3.0
Cc1cc(/C=C2\C(=N)N3N=C(S(C)(=O)=O)SC3=NC2=O)c(C)n1Cc1ccccc1 | -9.9 | -330.0 | 2.7 | 18.6 | 1.0 | 3.0 | -109.6 | -2.7
Cc1ccc(C(=O)NCC(=O)N/N=C/c2cccs2)cc1C | -9.1 | 15.1 | -8.9 | -19.4 | -2.6 | 7.8 | 0.8 | -8.9
COc1cccc(C(C[N+](=O)[O-])c2c(C)[nH]n(-c3ccccc3)c2=O)c1 (stereo unspecified) | -22.6 | 72.9* | 64.6* | 82.9* | 85.4* | 97.0* | 3.6 | 3.6
CSc1nsc(NC(=O)Cc2ccccc2)n1 | 5.5 | 14.7 | -12.9 | -10.1 | -2.0 | -5.1 | -1.0 | 1.8
COc1ccc(CCNc2nc(-c3ccco3)cc(C(F)(F)F)n2)cc1OC | 6.3 | -56.3 | 0.6 | -7.0 | -3.4 | 23.2 | -2.4 | 2.2
CCOc1ccc(N2C(=O)C(CC(=O)Nc3ccc(F)cc3)N(Cc3ccccn3)C2=S)cc1 (stereo unspecified) | -4.5 | 9.3 | 5.0 | 21.0 | -1.2 | 2.9 | 1.9 | -1.5
COc1ccc(C)cc1S(=O)(=O)N1CCCC(C(=O)NCC2CCCO2)C1 (stereo unspecified) | -3.2 | 15.7 | -7.5 | -21.1 | 6.3 | 3.8 | 0.7 | -6.2
COCc1cc(C)nc2sc(C(=O)N3CCN(c4ccccc4)CC3)c(N)c12 | -1.0 | -297.3 | 2.9 | 15.6 | -5.1 | 10.2 | -53.0 | 0.5
C[C@]12C(=O)N(c3ccc(C(F)(F)F)cc3)C(=O)N1[C@@H]1c3ccccc3OC[C@@H]1[C@H]2c1ccccc1 | -5.9 | 12.3 | -14.5 | -7.8 | 7.6 | 2.2 | -1.9 | -10.0
C=C(C)c1cccc(C(C)(C)NC(=O)N2CCC(C)CC2)c1 | -11.1 | 33.0 | -6.2 | 14.7 | 13.7 | 12.3 | 1.2 | -4.4
CC(C)CN(Cc1c(O)ccc2c3c(c(=O)oc12)CCC3)CC(C)C | 17.1 | -246.1 | 3.1 | -3.7 | 6.0 | -1.0 | -76.2 | -2.8
COc1ccc2c(-c3ccc(OCCN4CCCCC4)cc3)c(-c3ccccc3OC)sc2c1 | / | -376.1 | / | / | 3.2 | 60.0* | -2.9 | 0.6
CCC(=O)Nc1ccc(N2CCOCC2)c(S(=O)(=O)Nc2ccc(OC)cc2)c1 | 0.4 | 14.7 | 0.7 | 14.6 | -2.7 | -24.2 | -1.2 | -8.5
O=C(CCC1(C(=O)O)CCC(=O)NC1)NCc1ccccc1 (stereo unspecified) | -3.1 | 3.6 | -4.8 | -17.4 | 9.4 | -17.8 | -0.9 | -4.0
Cc1c(C2C(C#N)=C(N)N(c3ccccc3C#N)C3=C2C(=O)CCC3)cnn1C (stereo unspecified) | -1.0 | 14.5 | 0.0 | -3.8 | 3.4 | -10.3 | -26.8 | -5.8
CC(C)c1ccc(S(=O)(=O)N2CCN(C(=O)c3ccncc3)CC2)cc1 | 1.6 | 9.0 | 1.5 | -5.4 | 0.6 | -10.0 | -1.2 | -5.9
CC(=O)NCCC(=O)Nc1ccc(F)cc1C | 10.7 | 15.4 | 5.4 | -18.5 | -9.8 | -2.5 | 3.0 | -7.4
COc1ccc2nc(SCC(=O)NCc3ccc4c(c3)OCO4)[nH]c2c1 | 4.8 | 1.1 | -6.1 | 0.0 | 0.0 | -2.3 | 0.4 | -2.2
COc1ccc(/C(N)=N/OC(=O)CCC2CCCC2)cc1 | 4.8 | 5.0 | -6.9 | -6.0 | -4.2 | 16.6 | 0.0 | -1.6
Cc1ccc2c(c1)NC(=O)C(CC(=O)NCCCN1CCCCC1C)O2 (stereo unspecified) | 7.9 | -425.4 | 3.8 | 17.5 | -2.3 | -1.9 | -11.9 | -2.7
Cc1ccc(S(=O)(=O)Nc2cc(C)cn(Cc3ccc(F)cc3)c2=O)cc1 | -8.0 | 0.7 | 0.5 | -7.6 | -8.8 | 17.8 | -29.9 | -8.8

Screens: PubChem BioAssay, Sanford-Burnham Center for Chemical Genomics
